Shn3 inh set2 = Schnurri-3 reporter inhibition in Clone20 osteoblasts; inhibition, % at 12.5 µM; Clone20 osteoblast Shn3 3'UTR firefly luciferase, 24 h; 360,000 tested, 0.52% active;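 active means mean inhibition of at least 75% with every replicate also reaching 75%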;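 further: 0% = median of neutral control wells and 100% = pilot-screen positive control compound; some compounds past the cut are filed as inactive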
HIF-2a block = inhibitors of HIF-2a | 786-0 RCC cells HIF-2a reporter, luciferase luminescence, overnight | inhibition, % at 18.8 µM | 360,000 tested, 0.72% active | AID 624352;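 active means inhibition of the luminescence signal of 40% or more relative to plate controls, in a single-dose primary screen at 18.75 µM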
CF NFkB inh = blocks PAF-induced NF-kB reporter in cystic fibrosis cells | KKLEB NF-kB-GFP reporter, GFP fluorescence overnight | inhibition, % at 5 µM | 360,000 tested, 0.86% active | AID 588850;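 active means at least 50% inhibition at 5 µM, scaled per plate between neutral and stimulator controls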;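 further: PAF is a Pseudomonas aeruginosa culture filtrate used as stimulus; plate controls were PAF-stimulated DMSO wells for no effect and unstimulated DMSO wells for full effect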
aDG glyco act = alpha-DG glycosylation activation; Pro5-aDG cells, alpha-DG glycosylation AlphaScreen (IIH6); 0% Pro5, 100% B10-LARGE cell signal; activation, % at 10 µM; 360,000 tested, 0.22% active;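 active means activation of at least 8% versus controls, or a plate z-score of at least 8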;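 further: Pro5 are CHO cells carrying HIG-tagged alpha-DG that lacks glycosylation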
Peg3 prom inh = inhibitors of Peg3 promoter. HeLa PEG-Prom luciferase reporter, luminescence, overnight. 360,000 tested, 1.7% active. inhibition, % at 20 µM;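 active means inhibition of at least 50% at 20 µM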
NR2E3 ag-1 = activates human photoreceptor nuclear receptor NR2E3. GST-NR2E3/biotin-RetCOR TR-FRET, 1536-well. 320,000 tested, 0.12% active. AID 2300. Q9Y5X4. inhibition of corepressor binding, % at 4.78 µM;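 active means percent inhibition above the cutoff of mean plus 3 SD of all tested compounds, set per screening campaign, cut at about 20% in these data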;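 further: 0% = DMSO wells and 100% = biotin wells as full block of FRET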
Target sequence (Q9Y5X4 whole entry, looked up): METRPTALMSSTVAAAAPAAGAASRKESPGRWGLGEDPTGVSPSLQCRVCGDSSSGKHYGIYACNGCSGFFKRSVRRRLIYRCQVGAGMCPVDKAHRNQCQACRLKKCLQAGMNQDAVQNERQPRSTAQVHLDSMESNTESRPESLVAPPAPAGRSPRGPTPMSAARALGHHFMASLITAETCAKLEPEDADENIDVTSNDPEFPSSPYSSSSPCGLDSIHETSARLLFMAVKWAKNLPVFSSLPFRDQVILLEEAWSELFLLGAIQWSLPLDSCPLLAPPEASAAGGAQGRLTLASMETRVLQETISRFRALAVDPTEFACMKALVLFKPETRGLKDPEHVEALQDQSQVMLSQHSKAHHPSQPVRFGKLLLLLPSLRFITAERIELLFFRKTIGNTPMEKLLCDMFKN
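Format: 1536-well format; test system: GST-NR2E3 and biotin-RetCOR proteins; read-out basis: percent inhibition of TR-FRET ratio; timing: 5 h incubation at 4 °C; detection: time-resolved FRET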
TRPM1 prom inh = MITF TRPM1 promoter inhibition in SK-MEL-5 cells. 330,000 tested, 0.83% active. SK-MEL-5 TRPM1 promoter luciferase, 24 h. inhibition, % at 12.5 µM;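 active means mean inhibition across replicates of 60% or more, whatever share of single replicates reaches that level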; further: values of inactives mirror those of a sister screen read the other way
TWEAK-Fn14 inh = TWEAK-Fn14 signaling inhibition; TWEAK-stimulated Fn14 reporter cells, luciferase luminescence, 8 h; AID 1159606; inhibition, % at 10 µM; 360,000 tested, 2% active; in the data active means inhibition above about 50%
KKLEB cytotox = counter-screen for CF NF-kB inhibitors: cytotoxicity; 360,000 tested, 0.36% active; activity change (cytotoxicity), % at 5 µM; AID 602141; KKLEB CF airway cells viability, ATPlite luminescence, overnight; stronger effect = lower value; cells stimulated with P. aeruginosa culture filtrate;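 active means corrected activity change at or below -50% at 5 µM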
iPSC survival up = increases survival of single human iPS cells; AID 602274; hiPSC single-cell survival, ATPlite luminescence; 100% = ROCK inhibitor wells, 0% = DMSO; survival enhancement, % at 20 µM; 360,000 tested, 0.044% active; in the data active means survival enhancement above about 18%;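 further: cells exposed to compounds for 16 hours before the ATP read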
NR2E3 ag-2 = human photoreceptor-specific nuclear receptor agonism | AID 602229 | CHO-S Gal4-NCOR/VP16-NR2E3 two-hybrid, luciferase | 360,000 tested, 0.35% active | Q9Y5X4 | inhibition of corepressor binding, % at 3.98 µM;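 active means inhibition above the mean of all tested compounds plus 3 SD, cut at about 70% in these data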;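 further: 0% = DMSO with NR2E3 transfected cells and 100% = cells lacking NR2E3 construct; higher means lower luciferase signal from less NR2E3 corepressor binding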
* = called active by the depositor; . = not tested or not shown.

SMILES	Shn3 inh set2	HIF-2a block	CF NFkB inh	aDG glyco act	Peg3 prom inh	NR2E3 ag-1	TRPM1 prom inh	TWEAK-Fn14 inh	KKLEB cytotox	iPSC survival up	NR2E3 ag-2
COCCCNC(=O)CN1C(=O)CSc2ncccc21	1	11	-2	-0.1	4	0	-2	-5	6	-0.2	-5
O=C(c1ccccc1)c1ccc(OC(=O)C2CCCCC2)cc1	-16	-24	-2	-0.1	-1	-2	-16	-18	6	0.2	-4
CCc1cccc(NC(=O)CNC(=O)N2CC(=O)Nc3ccccc32)c1	2	2	-11	0.5	-24	2	5	1	12	1.5	-33
Nn1c(-c2ccccc2)nc2cc(Cl)ccc2c1=O	8	14	-7	0.0	4	-1	8	-6	-4	-0.5	4
COc1nc(N(C)S(=O)(=O)c2ccc(C)cc2)nc(C)c1Br	49	10	11	0.4	9	1	-5	20	-2	0.2	9
O=C(O)c1ccc(-c2nc(-c3ccccc3)cs2)cc1	-121	-165	-3	-0.1	-222	2	-48	-16	-10	0.1	-164
COc1ccc(C(=O)NCC(=O)NCC(=O)OCC(=O)c2cccs2)cc1	-18	6	-2	-0.1	0	2	-3	8	-6	3.1	10
O=C(c1ccc(Cl)c(Cl)c1)N1CCCC1	24	17	1	-0.1	14	2	15	-2	-2	0.1	-17
CC(=O)Nc1ccc(N(C(=O)c2ccco2)C(C(=O)NC2CCCC2)c2cccs2)cc1 (centres undefined)	-9	14	7	-0.6	18	1	-12	28	1	-0.3	-7
Cc1nc2ccccc2nc1OCc1cccc(Cl)c1	2	15	-1	0.4	8	4	-16	-1	-6	0.2	2
CN(C)c1ccc(-c2cc(O)c3ncccc3c2)cc1	72	-213	-18	-0.1	-146	2	-21	-71	-2	-3.4	-38
Nc1ccc(Br)c[n+]1Cc1cccc2cccnc12	17	21	1	0.1	6	2	6	4	-3	0.3	-28
Cc1ccc(/C=C2\SC(=S)N(CCC(=O)N3CCCCC3)C2=O)cc1	-17	22	17	0.4	20	1	5	-18	11	0.4	-6
Cc1ccc(/C=C(\NC(=O)c2ccccc2)C(=O)NC2CCN(Cc3ccccc3)CC2)o1	0	-1	-10	-0.3	-4	-3	7	-1	18	-0.3	-39
Cc1cc(C)nc(Nc2cccc(C(F)(F)F)c2)n1	-5	4	-22	0.0	-23	2	3	-6	18	-0.7	19
O=C(/C=C/c1ccco1)NCC(=O)N/N=C/c1ccc([N+](=O)[O-])cc1	2	8	-18	0.3	20	-1	0	2	21	1.2	4
CCOC(=O)[C@H]1[C@H]2COc3ccc(C)cc3[C@@H]2N2C(=O)CN(Cc3ccco3)C(=O)[C@@]12C	-3	-3	4	-0.1	0	2	-2	6	-17	1.7	7
OC1CCN(c2c3c(nc4cc(-c5ccc(F)cc5)nn24)CCC3)CC1	5	-134	32	0.0	-29	4	-1	-15	-35	-2.7	-34
O=c1nc(NC2CCCC2)ccn1Cc1cccc(Br)c1	27	-11	-10	1.4	11	2	3	9	-3	-0.6	19
CCN1/C(=C2\OC(=S)N(C)C2=O)C=Cc2ccccc21	-16	-6	-42	0.2	-2	-1	0	-2	-4	0.8	-1
Cc1ccc(-c2ccc(CCC(=O)O)n2-c2ccc(C(=O)O)cc2)cc1	-11	2	-6	0.0	-11	.	0	12	9	0.8	-37
CNc1nc(Cl)c(SC)c(N2CCOCC2)n1	10	19	12	0.2	7	3	2	6	-12	-2.9	-27
CCOc1cc(S(=O)(=O)Nc2ccccn2)ccc1F	-2	14	13	-0.4	6	-1	3	7	4	-2.3	-14
CCc1cc(=O)oc2cc(C)cc(OCC(=O)NCC3CCC(C(=O)O)CC3)c12 (centres undefined)	-18	-2	14	0.1	8	-4	6	0	-16	-0.9	0
CCn1c(SCC(=O)NNC(=O)c2ccc(OC)cc2)nnc1C(C)C	6	9	-1	0.0	4	-2	-4	14	8	-0.1	-40

The final 4 compounds of the section before lead into the next.
SMILES	Shn3 inh set2	HIF-2a block	CF NFkB inh	aDG glyco act	Peg3 prom inh	NR2E3 ag-1	TRPM1 prom inh	TWEAK-Fn14 inh	KKLEB cytotox	iPSC survival up	NR2E3 ag-2
CNc1nc(Cl)c(SC)c(N2CCOCC2)n1	10	19	12	0.2	7	3	2	6	-12	-2.9	-27
CCOc1cc(S(=O)(=O)Nc2ccccn2)ccc1F	-2	14	13	-0.4	6	-1	3	7	4	-2.3	-14
CCc1cc(=O)oc2cc(C)cc(OCC(=O)NCC3CCC(C(=O)O)CC3)c12 (centres undefined)	-18	-2	14	0.1	8	-4	6	0	-16	-0.9	0
CCn1c(SCC(=O)NNC(=O)c2ccc(OC)cc2)nnc1C(C)C	6	9	-1	0.0	4	-2	-4	14	8	-0.1	-40
COc1ccc(CCNC(=O)C2CCN(c3ccc(N4CCOCC4)nn3)CC2)c(OC)c1	13	-3	12	0.3	10	2	.	-2	-18	0.9	-8
CCN(CC)C(=O)C1=C(C)N(Cc2ccc(F)cc2)C(=O)C(CC(=O)NCCCN(C)C)C1 (centres undefined)	-25	9	-8	-0.1	4	.	.	-4	7	-1.3	-51
O=C(CC1C[C@H](C(=O)N2CCCCC2)[C@@]2(CCc3ccccc3)c3[nH]c4ccccc4c3CCN2C1=O)NCCc1ccccn1 (some centres undefined)	10	0	17	0.6	8	.	19	19	8	-3.4	-30
CCOc1ccc(/C=C/C(=O)c2c(O)cc(C)oc2=O)cc1	-81	-283	0	-0.3	-154	-2	-26	15	1	-0.8	-119
CCOCCCNC(=S)Nc1ccc2nc(N3CCOCC3)cc(C)c2c1	-2	-52	-10	0.2	-15	-1	-7	18	3	-0.6	-28
COc1ccccc1-n1c(SCC(=O)c2ccc(O)cc2O)nc2cc([N+](=O)[O-])ccc21	-6	10	41	-0.4	29	-1	7	5	-8	-1.7	9
CCOC(=O)C1CCN(C(=O)CN(Cc2ccc(Cl)cc2)S(C)(=O)=O)CC1	14	4	-14	-0.1	11	1	-5	-1	3	-1.5	5
O=C(O)[C@H]1Cc2ccccc2CN1S(=O)(=O)c1ccc(F)cc1	.	10	-3	-0.2	4	3	-2	4	0	-0.1	-14
C=CCn1c(SCC(=O)NCC2CCCO2)nnc1-c1ccncc1 (centres undefined)	-90	14	-10	2.5	-7	1	-2	-3	-1	-0.3	20
O=C(Cn1ncc2c3ccccc3n(Cc3ccc(F)cc3)c2c1=O)N1CCN(c2ncccn2)CC1	15	22	5	-0.4	8	4	12	34	0	-0.1	-1
CCOC(=O)c1c(C)[nH]c(C)c1C(=O)COC(=O)/C=C/c1cccc(F)c1	-11	19	5	0.1	20	-4	-2	-1	14	1.2	1
Cc1cc(C)cc(C(=O)NC(CC(N)=O)c2ccc(NC3CCCCCC3)c([N+](=O)[O-])c2)c1 (centres undefined)	-10	-12	-17	-0.7	-11	6	-8	-16	3	2.1	-36
COc1cc(C(=O)Nc2ccc(S(=O)(=O)Nc3ncccn3)cc2)c([N+](=O)[O-])cc1OC	8	10	6	0.9	-10	-3	0	-4	6	1.3	7
FC(F)(F)c1cnc(N2CCSCC2)c(Cl)c1	-4	17	8	0.2	18	1	-7	-2	-4	-0.1	14
OC(CSc1nnnn1-c1ccccc1)Cn1c2ccccc2c2ccccc21 (centres undefined)	.	1	.	-0.2	.	.	.	1	.	0.2	7
Cc1ccc(S(=O)(=O)Nc2cc(Cl)c(O)c3ncccc23)cc1	72	23	3	3.4	25	2	21	17	-17	-0.4	13
CCOC(=O)NC1(C(F)(F)F)C(=O)NC(C)=C1C(=O)OC (centres undefined)	-26	4	13	0.1	8	2	2	8	2	1.5	1
OCC1(Cc2ccc(Cl)cc2)CCN(CCCc2ccccc2)CC1	-10	10	20	2.9	1	0	-19	2	-5	-1.3	1
CCOC(=O)C1CCCN(C(=O)c2ccc(CS(=O)(=O)Cc3ccccc3C)o2)C1 (centres undefined)	10	21	-17	0.5	22	-2	6	6	8	-1.9	16
O=C(CN1CCN(Cc2ccc(F)cc2)CC1)Nc1nc2ccccc2s1	24	1	-3	0.1	10	-3	9	5	-4	-0.4	12
COc1ccccc1OCC(=O)Nc1ccc(S(=O)(=O)NC(C)=O)cc1	-8	-8	12	-0.2	-3	-1	9	-4	5	-1.9	-6
COc1ccc(CCN2CC(C(=O)NCCc3ccccc3C)CCC2=O)cc1 (centres undefined)	4	-5	-9	-0.2	1	2	1	-6	-6	0.4	5
Cc1ccccc1-c1nc(CS(=O)(=O)CC(=O)NC2CC2)c(C)o1	12	-5	17	-0.2	-13	-2	-10	10	-6	-0.5	-13
Cc1ccc(C(=O)NNC2=Nc3cc([N+](=O)[O-])ccc3OC2)cc1	14	9	16	-0.2	14	4	7	-8	-6	-0.7	12
Cc1onc(-c2ccccc2Cl)c1C(=O)NC(C)c1ccccc1 (centres undefined)	9	17	2	-0.1	24	2	8	-1	-1	-0.6	12
The list goes on.
SMILES	Shn3 inh set2	HIF-2a block	CF NFkB inh	aDG glyco act	Peg3 prom inh	NR2E3 ag-1	TRPM1 prom inh	TWEAK-Fn14 inh	KKLEB cytotox	iPSC survival up	NR2E3 ag-2
Cc1[nH]c2ccccc2c1/C=N\NC(=O)Cn1nnc(-c2ccccc2)n1	0	10	14	-0.3	40	1	1	2	-8	-1.6	2
Oc1ccc(F)c2cccnc12	8	12	1	-0.2	12	1	10	0	-4	1.0	-22
CCCCn1nnc(NC(=O)COc2cc(C)ccc2C(C)C)n1	4	14	10	-0.1	23	3	0	-6	2	-2.3	-19
C[C@H](NC(=O)C1CCC(CNC(=O)[C@@H]2CCCN2C(=O)OC(C)(C)C)CC1)C(=O)O (some centres undefined)	-9	16	-8	-0.1	10	.	-6	6	1	-0.5	-58
C/C(=C\c1cccs1)C(=O)c1c(C)cc(C)[nH]c1=O	-3	15	-4	-0.2	-5	0	15	3	2	0.3	8
COc1cc(NCCCn2cnc(C(=O)Nc3ccc(C)c(C)c3)n2)cc(OC)c1OC	4	0	-10	-0.4	-6	.	2	2	0	2.4	-10
O=S(=O)(Cc1c(F)cccc1Cl)c1ncn[nH]1	7	9	-3	0.3	1	-4	6	16	-9	-0.6	6
CC(C)COC(=O)Nc1ccccc1C(=O)N1CCOCC1	3	-1	-11	0.1	1	2	13	-14	3	-3.5	2
CC1CCC2(CC1)NC(=O)N(NC(=O)c1cccc(N(C)C)c1)C2=O (centres undefined)	-5	7	28	-0.1	5	-5	4	16	-10	0.2	-9
O=C(COC(=O)/C=C/c1ccccc1)NC1CC1	-6	0	-9	0.1	-31	-2	11	4	-4	1.0	-18
O=C(O)C(Cc1ccccc1)NC(=O)C(Cc1ccccc1)NC(=O)C12CC3CC(CC(C3)C1)C2 (centres undefined)	2	10	-14	0.0	-15	0	.	14	1	1.7	-18
C=CCCC(=O)N1C[C@H]2CON(C)[C@H]2C[C@H]1c1cccc(Oc2ccccc2)c1	10	6	3	0.1	13	.	.	-3	-9	-0.5	-30
COc1ccc2c(c1)CC=C1C2CCC2(C)C(=O)C(=NO)CC12 (centres undefined)	8	-80	54*	0.1	-27	.	9	-26	-24	-2.8	-16
COc1c2ccccc2c(OC)c2ccccc12	23	-29	-19	-0.4	-18	1	-15	-28	7	1.1	-1

From PubChem
